NIH3T3 tox – kills NIH 3T3 cells. Potency, µM (highest dose often 96.7 µM), for inactives: at the top dose activity change, negative = cytotoxicity, most hits filed as inhibitors. NIH 3T3 viability, CellTiter-Glo ATP luminescence, 48-72 h. 94,000 compounds, 4.3% hits; note: potency is the fitted concentration of half-maximal effect; nearly all actives have a fitted effect of over 55% in size
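ATP-dependent luminescence (CellTiter-Glo) served as the viability signal for NIH 3T3 cells treated with compound for 48 or 72 hr at 37 °C.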
SNCA viab count – counter-screen for SNCA expression inhibitors: cell viability. HEK-293-SNCA-luc viability, GF-AFC fluorescence, 24 h. Potency, µM (highest dose often 57.1 µM), without a hit: at the top dose activity change, negative = cytotoxicity, actives largely listed as cytotoxic. 150,000 compounds, 0.12% hits. AID 1671193;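 note: potency is the fitted concentration of half-maximal effect; 0% = DMSO-treated cells and -100% = medium-only wells without cells; nearly all actives have a fitted effect of over 30% in size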
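HEK-293-SNCA-luc cells (1500/well) plated 24 h, then exposed 24 h to a dilution series; GF-AFC added 30 min at 37C, fluorescence 405/540 nm; normalised to medium-only and DMSO wells, Hill fit.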
IP6K1 inh – blocks human inositol hexakisphosphate kinase 1; Q92551; IP6K1 kinase, ADP-Glo luminescence, 2 h; hits give low values; activity change, % (series mostly up to about 58 µM); 140,000 compounds, 0.81% hits; in the data active = activity change below about -25%
Target sequence (Q92551 whole entry, looked up): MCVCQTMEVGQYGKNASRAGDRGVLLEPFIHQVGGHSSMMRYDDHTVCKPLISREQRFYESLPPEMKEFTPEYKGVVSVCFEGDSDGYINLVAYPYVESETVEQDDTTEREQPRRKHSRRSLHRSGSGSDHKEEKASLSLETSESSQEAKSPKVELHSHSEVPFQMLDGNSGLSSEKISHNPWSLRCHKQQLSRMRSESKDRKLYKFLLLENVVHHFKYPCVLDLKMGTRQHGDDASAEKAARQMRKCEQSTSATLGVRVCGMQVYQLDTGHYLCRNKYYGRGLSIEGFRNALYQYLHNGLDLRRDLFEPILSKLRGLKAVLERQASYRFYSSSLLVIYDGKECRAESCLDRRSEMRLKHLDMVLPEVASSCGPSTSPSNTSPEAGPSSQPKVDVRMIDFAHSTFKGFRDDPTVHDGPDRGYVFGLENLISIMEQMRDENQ
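ADP-Glo luminescence measures ADP made by human IP6K1 during a 2 h RT reaction with ATP/IP6 (mix at 1.3 mM/130 uM); top library doses 57.5 and 19.1 uM final.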
FLuc inh – inhibitors of firefly (Photinus pyralis) luciferase | AID 1347043 | Potency, µM (highest dose often 115 µM), without a hit: at the top dose activity change, negative = inhibition, hits mostly inhibitors | 76,000 compounds, 2.5% hits | purified P. pyralis luciferase, luminescence, biochemical; note: potency is the fitted concentration of half-maximal effect; nearly all actives have a fitted effect of over 65% in size
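Biochemical qHTS: compound (6-point titration) added to 10uM D-luciferin plus 10uM ATP in Tris acetate pH 7.5 buffer with Mg, Tween-20 and BSA, then purified enzyme at 10nM; light output imaged.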
HEK cytotox – cytotoxic compounds in HEK 293 cells; HEK 293 viability, ATP luminescence (CellTiter-Glo), 48-72 h; Potency, µM (titrated, usually from 115 µM), for the others: top-dose activity change, negative = cytotoxicity, most hits filed as inhibitors; 94,000 compounds, 6.6% hits; AID 1345083; note: potency is the fitted concentration of half-maximal effect; nearly all actives have a fitted effect of over 60% in size
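Read-out: CellTiter-Glo ATP luminescence. Cells: HEK 293, 250 cells/well. Exposure: 48 or 72 hr, 37 degree Celsius.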
SNCA expr inhib – reduces expression of the alpha-synuclein gene. 140,000 compounds, 0.17% hits. Potency, µM (titrated, usually from 57.2 µM), for the others: top-dose activity change, negative = inhibition, usual class: inhibitors. HEK-293 SNCA-luciferase knock-in, luminescence, 24 h;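 note: potency is the fitted concentration of half-maximal effect; plate controls were DMSO cells for no effect and cell-free wells for full effect; nearly all actives have a fitted effect of over 45% in size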
GPT2 inh – inhibitors of human GPT2 alanine aminotransferase; Q8TD30; Recombinant GPT2, coupled pyruvate oxidase/HRP Amplex Red fluorescence; Potency, µM (titrated, usually from 57.7 µM), inactives show at the top dose activity change, negative = inhibition, usual class: inhibitors; 100,000 compounds, 0.25% hits; AID 1671188; note: potency is the fitted concentration of half-maximal effect; nearly all actives have a fitted effect of over 60% in size; many of its hits are not listed in these tables
Target sequence (Q8TD30 whole entry, looked up): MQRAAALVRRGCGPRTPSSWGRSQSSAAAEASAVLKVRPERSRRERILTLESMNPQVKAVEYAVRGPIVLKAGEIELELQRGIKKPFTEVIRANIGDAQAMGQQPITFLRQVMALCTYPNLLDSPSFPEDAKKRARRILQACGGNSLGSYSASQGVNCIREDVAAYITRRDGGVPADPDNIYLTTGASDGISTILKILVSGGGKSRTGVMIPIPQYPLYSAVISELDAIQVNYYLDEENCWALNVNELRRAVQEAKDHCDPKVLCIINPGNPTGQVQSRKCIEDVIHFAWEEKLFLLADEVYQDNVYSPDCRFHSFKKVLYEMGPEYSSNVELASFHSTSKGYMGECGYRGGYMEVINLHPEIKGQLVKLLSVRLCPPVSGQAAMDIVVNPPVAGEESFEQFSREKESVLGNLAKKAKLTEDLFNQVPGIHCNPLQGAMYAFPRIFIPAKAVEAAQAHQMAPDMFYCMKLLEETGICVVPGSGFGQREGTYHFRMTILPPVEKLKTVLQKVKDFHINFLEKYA
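Inhibition is scored from Amplex Red fluorescence generated when pyruvate oxidase and HRP act on pyruvate released by GPT2. Reactions contain 10ng/uL enzyme, 250uM a-KG and 2mM L-alanine and run 30 min at room temperature.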
* = called active by the depositor; i = inactive; ? = inconclusive; . = no result given; [ ] = remark or other dose. Unless noted, calls come from the whole dose curve; as a rule, active = well fitted curve in the direction sought with a large enough effect; inconclusive = small, poorly fitted or top-dose-only effect, or another doubt; inactive = no such curve, though single readings can be large; an effect the other way counts as inactive or inconclusive. Unless noted, % is set by controls: 0 for no effect and ±100 for the full control effect. This is a subset. The share of hits here may be higher or lower than overall.

SMILES	NIH3T3 tox	SNCA viab count	IP6K1 inh	FLuc inh	HEK cytotox	SNCA expr inhib	GPT2 inh
C=CCOc1ccc(C2c3c(oc4ccc(C)cc4c3=O)C(=O)N2CCCN2CCOCC2)cc1 (configuration not stated)	.	7%	20	.	.	63%[activator]	.
Cc1nn2c(=O)cc(CN(C)c3ccccc3)nc2s1	.	-2%	-1	.	.	-19%	.
CCCNC(=O)CCC1CCN(C(=O)c2ccccc2F)CC1	4%	4%	10	40µM*	-16%	22%	2%
CCOc1ccc(-n2ccn3c(CC(C)CC(=O)O)nnc3c2=O)cc1 (configuration not stated)	.	?	-6	.	.	9%	.
O=C(Cn1c(=O)c(C(F)(F)F)nc2ccccc21)Nc1cccc(Br)c1	.	-5%	16	.	.	15%	.
Cc1c(-c2ccccc2)[nH]c2c(CNC(=O)CCc3nncn3C)cc(Cl)cc12	?	-18%	10	22µM*	?	39%[activator]	-13%
CC(=O)Nc1ccc(-c2cc(C(=O)O)c3c(-c4ccccc4)[nH]nc3n2)cc1	.	-2%	-11	.	.	1%	.
CCC(=O)N1c2ccc(S(=O)(=O)NCc3ccc(F)cc3)cc2CC1C (configuration not stated)	.	19%	17	.	.	0%	.
Cc1ccc(N2CC(NC(=O)c3ccc(S(=O)(=O)N4CCOCC4)cc3)CC2=O)cc1C (configuration not stated)	.	13%	29	.	.	-18%	.
O=C(NC1CC1)c1ccccc1OCC1CCCN(CC2=Cc3ccccc3OC2)C1 (configuration not stated)	?	?	2	-5%	40µM*	-20%	i
CC1(C)CC[C@]2(C(=O)O[C@@H]3O[C@H](CO)[C@@H](O)[C@H](O)[C@H]3O)CC[C@]3(C)C(=CCC4[C@@]5(C)CC[C@H](O[C@@H]6O[C@H](C(=O)O)[C@@H](O)[C@H](O)[C@H]6O)[C@@](C)(CO)C5CC[C@]43C)C2C1 (some centres not stated)	.	-2%[12.5 µM]	5	.	.	.	i
Cc1ccccc1OCc1nc2ccccc2n1Cc1ccccc1Cl	.	12%	11	.	.	-26%	.
Cn1cc(CNCC2CCN(c3ncc(C(=O)NO)cn3)CC2)c2ccccc21	.	?	.	.	.	-6%	-11%
NC(=O)Cc1c[nH]c2ncc(-c3ccccc3F)cc12	?	7%[87.6 µM]	-38*	6%[230 µM]	-28%[230 µM]	4%[87.6 µM]	?
CCOc1ccc(NC(=O)CSc2nnc3scc(-c4ccccc4)n23)cc1	.	0%	-3	.	.	-26%	.
Cc1ncsc1C(=O)N1CCCn2nc(C)c(-c3ccccc3-c3ccccc3)c21	-28%[138 µM]	1%[87.6 µM]	8	-6%[172 µM]	?	-23%[87.6 µM]	i
O=C(COc1ccccc1)N1CCC2(CC1)NC(=O)N(c1cccc(F)c1)N2	?	-3%	-8	11%	?	-13%	?
CCSc1ncc(Cl)c(C(=O)Nc2cccc(Cl)c2)n1	.	-4%	-13	.	.	-29%	.
COc1ccc2cc3c(NC(=O)c4ccco4)nn(C)c3nc2c1	.	0%	-9	.	.	.	i
COc1cccc([C@@H]2CN(C(=O)c3oc(C)nc3C)C[C@H]2C(=O)O)c1OC	-17%	-4%	7	-6%	-20%	14%	1%
CCOC(=O)c1cccc(NC(=O)NC2COc3ccccc3C2)c1 (configuration not stated)	.	9%	-11	.	.	-10%	.
O=c1c2ccccc2cnn1Cc1nc(C2CCOC2)no1 (configuration not stated)	4%	-2%	7	-4%	0%	57%[activator]	-3%
CC1(C)[C@H](Cc2cc(CO)on2)C[C@@H]1NC(=O)C1CCC1	-9%[230 µM]	-11%[87.6 µM]	-2	-1%[230 µM]	-18%[230 µM]	11%[87.6 µM]	1%[88.5 µM]
O=C1NCc2ccccc2CC12CCCN(Cc1cc(F)ccc1F)C2 (configuration not stated)	-21%	-8%	-4	.	?	-25%	i
COc1ccc(-c2noc([C@@H]3C[C@H](NCc4cccc(C#N)c4)CN3C)n2)cc1	?	-21%[87.6 µM]	6	40µM*	?	5%[87.6 µM]	i
CN1CCC(NC(=O)C2(C)CN(Cc3ccccc3)Cc3ccc(Nc4ccccc4)nc32)CC1 (configuration not stated)	16µM*	-27%	-12	2%	18µM*	-18%	i
CCN1CC(C(=O)N2CCC(OCc3ccccn3)CC2)CCC1=O (configuration not stated)	-2%	3%	27	3%	1%	-10%	2%[11.5 µM]
Clc1ccc(-c2nc3ncccn3c2Nc2ccc3c(c2)OCCO3)cc1	.	-2%	5	.	.	119%[activator]	.
COc1ccc(CNC[C@H]2Cn3ccnc3CO2)cn1	-2%[230 µM]	-3%[87.6 µM]	1	-2%[230 µM]	-3%[230 µM]	?	-4%[88.5 µM]
COCc1ccc(C(=O)N2CCCC(CCc3cccc(OC)c3)C2)o1 (configuration not stated)	?	4%	11	-31%	79µM*	56%[activator]	i
COc1ccc(C2Cn3cnc(C(=O)N4CCC(C(=O)NC(C)C)CC4)c3CO2)cc1 (configuration not stated)	i	10%	-6	-17%	-1%	-5%	i
O=C(Nc1cccc(C(=O)OCc2cc(=O)n3c4c(sc3n2)CCCC4)c1)c1cccc(Cl)c1	.	6%	13	.	.	11%	.
CCc1ccc(C2c3c(-c4cc(C)ccc4O)n[nH]c3C(=O)N2Cc2cccnc2)cc1 (configuration not stated)	.	?	-3	.	.	-29%	.
CNC(=O)CCn1ncc2cc(OC3CCc4cccc(-c5ccncc5)c43)ccc21 (configuration not stated)	?	-18%[87.6 µM]	-8	-3%[172 µM]	100µM*	?	1%[88.5 µM]
Cc1ccc(-n2nnc3c(sc4nc(C)c(C)cc43)c2=O)cc1Cl	.	-8%	-18	.	.	11%	.
CC(=O)N1CCC(NC2(Cc3cc(CN(C)Cc4ccccc4)on3)COC2)CC1	-14%[138 µM]	1%[87.6 µM]	-5	8%[172 µM]	-13%[172 µM]	13%[87.6 µM]	4%[88.5 µM]
Cc1ccc(-n2nc(C)c([C@@H]3C=C[C@@H](NC(=O)c4cccs4)C3)c2C)cc1Cl	?	?	-2	25µM*	?	11%[87.6 µM]	2%[88.5 µM]
O=C(c1ccccc1)N1CCC(Cc2nc(-c3ccncc3)n[nH]2)CC1	-15%	4%	-15	7%	i	17%	5%
N#Cc1cccnc1-c1ccc(C(=O)N2CCC(NC(=O)Cc3cccc(Cl)c3)CC2)cc1	?	-11%[12.5 µM]	-2	.	?	-2%	-6%
CCc1cc(N2C[C@H]3CN(C4CCOCC4)C[C@@]3(C(=O)O)C2)nc(C)n1	-5%	10%	5	-2%	4%	?	-4%

Not a retest: entries from further up.
SMILES	NIH3T3 tox	SNCA viab count	IP6K1 inh	FLuc inh	HEK cytotox	SNCA expr inhib	GPT2 inh
CN1CCC(NC(=O)C2(C)CN(Cc3ccccc3)Cc3ccc(Nc4ccccc4)nc32)CC1 (configuration not stated)	16µM*	-27%	-12	2%	18µM*	-18%	i
CCN1CC(C(=O)N2CCC(OCc3ccccn3)CC2)CCC1=O (configuration not stated)	-2%	3%	27	3%	1%	-10%	2%[11.5 µM]
Clc1ccc(-c2nc3ncccn3c2Nc2ccc3c(c2)OCCO3)cc1	.	-2%	5	.	.	119%[activator]	.
COc1ccc(CNC[C@H]2Cn3ccnc3CO2)cn1	-2%[230 µM]	-3%[87.6 µM]	1	-2%[230 µM]	-3%[230 µM]	?	-4%[88.5 µM]
COCc1ccc(C(=O)N2CCCC(CCc3cccc(OC)c3)C2)o1 (configuration not stated)	?	4%	11	-31%	79µM*	56%[activator]	i
COc1ccc(C2Cn3cnc(C(=O)N4CCC(C(=O)NC(C)C)CC4)c3CO2)cc1 (configuration not stated)	i	10%	-6	-17%	-1%	-5%	i
O=C(Nc1cccc(C(=O)OCc2cc(=O)n3c4c(sc3n2)CCCC4)c1)c1cccc(Cl)c1	.	6%	13	.	.	11%	.
CCc1ccc(C2c3c(-c4cc(C)ccc4O)n[nH]c3C(=O)N2Cc2cccnc2)cc1 (configuration not stated)	.	?	-3	.	.	-29%	.
CNC(=O)CCn1ncc2cc(OC3CCc4cccc(-c5ccncc5)c43)ccc21 (configuration not stated)	?	-18%[87.6 µM]	-8	-3%[172 µM]	100µM*	?	1%[88.5 µM]
Cc1ccc(-n2nnc3c(sc4nc(C)c(C)cc43)c2=O)cc1Cl	.	-8%	-18	.	.	11%	.
CC(=O)N1CCC(NC2(Cc3cc(CN(C)Cc4ccccc4)on3)COC2)CC1	-14%[138 µM]	1%[87.6 µM]	-5	8%[172 µM]	-13%[172 µM]	13%[87.6 µM]	4%[88.5 µM]
Cc1ccc(-n2nc(C)c([C@@H]3C=C[C@@H](NC(=O)c4cccs4)C3)c2C)cc1Cl	?	?	-2	25µM*	?	11%[87.6 µM]	2%[88.5 µM]
O=C(c1ccccc1)N1CCC(Cc2nc(-c3ccncc3)n[nH]2)CC1	-15%	4%	-15	7%	i	17%	5%
N#Cc1cccnc1-c1ccc(C(=O)N2CCC(NC(=O)Cc3cccc(Cl)c3)CC2)cc1	?	-11%[12.5 µM]	-2	.	?	-2%	-6%
CCc1cc(N2C[C@H]3CN(C4CCOCC4)C[C@@]3(C(=O)O)C2)nc(C)n1	-5%	10%	5	-2%	4%	?	-4%

Further entries:
SMILES	NIH3T3 tox	SNCA viab count	IP6K1 inh	FLuc inh	HEK cytotox	SNCA expr inhib	GPT2 inh
COc1ccccc1-c1cccc(C(=O)N2CCC[C@H]2C(=O)NC2CCCC2)c1	-4%	6%[12.5 µM]	-9	.	-7%	?	3%
Cc1ccccc1CC(=O)N1[C@@H]2CC[C@H]1CC(NC(=O)c1ccncc1)C2 (some centres not stated)	-22%	4%	10	2%	-9%	-11%	4%
O=C(C1CCCCC1)N1C[C@@H](CO)[C@@H]2Oc3c(F)cccc3[C@@H]21	?	.	4	.	?	.	.
COc1ccc(F)cc1-c1cccc(C(=O)NCCNC(=O)Cc2ccc(F)cc2)c1	?	0%[12.5 µM]	19	.	?	5%	-2%
CCOC(=O)C1CCCN(C(=O)c2cccc(NC(=O)c3nsc4ccccc34)c2)C1 (configuration not stated)	.	17%	74	.	.	68%[activator]	.
CS(=O)(=O)N[C@@H]1[C@@H](NC(=O)CCC2=NNC(=O)CC2)[C@H]2CCO[C@H]21	i	1%	28	-8%	1%	12%	i
COc1ccc(-c2nc3sc(CCNS(=O)(=O)c4ccccc4)c(C)n3n2)cc1	.	5%	9	.	.	12%	.
CN(C)c1cccc(C(=O)Nc2ccc(-c3nnc4n3CCCC4)cc2)c1	-14%	5%	-1	-12%	5%	-8%	i

Screening data (PubChem BioAssay)
